Screens as filed in PubChem BioAssay.
RGS4 inh: Inhibitors of Regulator of G Protein Signaling (RGS) 4: qHTS; Transcreener GDP fluorescence polarization, RGS4-accelerated GTP hydrolysis; Potency, µM (titrated, usually from 114 µM), inactives show top-dose activity change, negative = inhibition, usual class: inhibitors; hit rate 0.039% among 390,000; AID 504845, 2011; further: on the % scale 0 is the no-effect control and ±100 the full control effect; nearly all actives have a fitted effect of over 75% in size; some results filed as inactive show a strong effect at the top dose
Target sequence (P49798 whole entry, looked up): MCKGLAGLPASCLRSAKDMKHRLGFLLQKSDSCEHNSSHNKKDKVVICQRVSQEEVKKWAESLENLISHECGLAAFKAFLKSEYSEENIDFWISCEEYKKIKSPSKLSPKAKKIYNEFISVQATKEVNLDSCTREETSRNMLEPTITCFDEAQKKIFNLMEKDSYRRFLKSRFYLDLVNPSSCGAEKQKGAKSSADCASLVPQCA
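MLSMR compounds (23 nl, pin-transferred) preincubated 10 min at room temperature with a 500nM (2x) first reagent, then RGS4 at 900nM (2x) plus Transcreener GDP mix added; fluorescence polarization (620/688 nm) read before and after 90 min at 30 °C.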
TrxR1 substrate: qHTS Assay for Substrates of Mammalian Selenoprotein Thioredoxin Reductase 1 (TrxR1): qHTS. Potency, µM (highest dose often 114 µM), for the others: at the highest dose activity change, negative = substrate turnover. hit rate 0.01% among 390,000. purified TrxR1 substrate turnover, NADPH consumption readout. Thioredoxin reductase 1, cytoplasmic (Rattus norvegicus), O89049; further: on the % scale 0 is the no-effect control and ±100 the full control effect; nearly all actives have a fitted effect of over 50% in size
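Rat TrxR1, dispensed at 90 nM, was prereduced with 400 uM NADPH (final) for 5 min at ~22 deg C, then incubated with compound 15 min before 400 uM selenite. A first-read NADPH fluorescence drop versus no-compound background flagged substrates.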
IDH1 R132H inh: qHTS for Inhibitors of mutant isocitrate dehydrogenase 1 (IDH1): qHTS. Isocitrate dehydrogenase [NADP] cytoplasmic (Homo sapiens), O75874. IDH1-R132H enzyme, NADPH consumption, diaphorase/resazurin fluorescence. Potency, µM (titrated, usually from 76.6 µM), inactives show at the highest dose activity change, negative = inhibition, hits mostly inhibitors. hit rate 0.093% among 390,000. AID 602179, 2012; further: on the % scale 0 is the no-effect control and ±100 the full control effect; nearly all actives have a fitted effect of over 65% in size
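IDH1-R132H (0.5 ug/mL) preincubated 30 min with compound, then NADPH (0.016 mM) and alpha-KG (2 mM) added; 80 min at RT, pH 7.5. Remaining NADPH coupled via diaphorase/resazurin to fluorescence (540/590 nm); concentration-response curves normalized to no-enzyme control.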
Vif-A3F inh: qHTS for Inhibitors of Vif-A3F Interactions: qHTS; HeLa A3F-eYFP + Vif (tagged APOBEC3F with the HIV-1 protein that degrades it), YFP fluorescence increase; Potency, µM (top dose mostly 46.1 µM), inactives show top-dose activity, negative = active; hit rate 0.2% among 390,000; further: % of control where 0% means no effect; nearly all actives have a fitted effect of over 65% in size
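HeLa cells stably expressing A3F-eYFP plus Vif, plated and incubated overnight at 37 deg C, then exposed to compounds overnight at 37 deg C. Blocked degradation read as raised yellow fluorescence (Ex 488/Em 500-530).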
12-LOX inh: Primary qHTS assay for inhibitors of human arachidonate 12S-lipoxygenase (ALOX12): Round 2; Polyunsaturated fatty acid lipoxygenase ALOX12 (Homo sapiens), P18054; purified 12hLO, xylenol orange hydroperoxide absorbance; Potency, µM (titrated, usually from 108 µM), for the others: top-dose activity change, negative = inhibition, usual class: inhibitors; hit rate 1.1% among 580,000; further: on the % scale 0 is the no-effect control and ±100 the full control effect
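Hydroperoxide product was detected by ferrous iron/xylenol orange as the 573 to 405 nm absorbance ratio. Arachidonic acid at 40 uM (final) was turned over for 30 min at room temperature by 150 nM human 12hLO, pH 7.0 Hepes buffer, after 15 min compound preincubation.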
rTrxR1 inhibitor: qHTS Assay for Inhibitors of Mammalian Selenoprotein Thioredoxin Reductase 1 (TrxR1): qHTS | Thioredoxin reductase 1, cytoplasmic (Rattus norvegicus), O89049 | recombinant rTrxR1, NADPH fluorescence consumption, selenite substrate | Potency, µM (highest dose often 114 µM), without a hit: top-dose activity change, negative = inhibition, most hits filed as inhibitors | hit rate 1% among 390,000 | AID 588453, 2011; further: on the % scale 0 is the no-effect control and ±100 the full control effect; nearly all actives have a fitted effect of over 65% in size
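Rat TrxR1 (90 nM in the dispensed reagent) was pre-reduced with 400 uM NADPH for 5 min at room temperature, then incubated with compound for 15 min. After 400 uM selenite was added, NADPH fluorescence (Ex 340/Em 450 nm) was followed for 8 min.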
Vif-A3G inh: qHTS for Inhibitors of Vif-A3G Interactions: qHTS. DNA dC->dU-editing enzyme APOBEC-3G (Homo sapiens), Q9HC16. HeLa A3G-eYFP + Vif (tagged APOBEC3G with the HIV-1 protein that degrades it), YFP fluorescence, overnight. Potency, µM (series often up to 46.1 µM), inactives show top-dose activity, negative = active, hits mostly inhibitors. hit rate 0.076% among 410,000. AID 602310, 2012;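 further: on the % scale 0 is the no-effect control and ±100 the full control effect; nearly all actives have a fitted effect of over 60% in size; hits raise eYFP signal because A3G escapes Vif-driven loss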
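Read-out is eYFP fluorescence (Ex 488/Em 500-530) from Vif-expressing HeLa A3G-eYFP cells; more signal means A3G escaped Vif-mediated degradation. Cells plated overnight, compound pinned in, incubated overnight at 37 deg C.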
RXFP1 ag: qHTS Assay for Agonists of the Relaxin Receptor RXFP1 | Relaxin receptor 1 (Homo sapiens), Q9HBX9 | HEK293T-RXFP1 cAMP TR-FRET, 30 min; response scale: percent of porcine relaxin response, buffer zero | Potency, µM (highest dose often 57.5 µM), inactives show at the top dose activation, hits mostly activators | hit rate 0.3% among 370,000 | AID 2676, 2010; further: on the % scale 0 is the no-effect control and ±100 the full control effect; nearly all actives have a fitted effect of over 60% in size; many of its hits are not listed in these tables
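HEK293T cells stably expressing RXFP1 were pretreated with the PDE4 inhibitor Ro 20174, exposed to compounds for 30 min at 37C, lysed, and cAMP was read by TR-FRET. Data normalized to buffer (basal) and 29 nM porcine relaxin (100%).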
USP1 inh: Inhibitors of USP1/UAF1: Primary Screen. Ubiquitin carboxyl-terminal hydrolase 1 (Homo sapiens), O94782. Potency, µM (top dose mostly 57.1 µM), inactives show top-dose activity change, negative = inhibition, hits mostly inhibitors. hit rate 0.23% among 390,000. AID 743255, 2014. recombinant USP1/UAF1, Ub-Rhodamine cleavage fluorescence; further: on the % scale 0 is the no-effect control and ±100 the full control effect; nearly all actives have a fitted effect of over 60% in size; inactives centre near -12
Target sequence (O94782 whole entry, looked up): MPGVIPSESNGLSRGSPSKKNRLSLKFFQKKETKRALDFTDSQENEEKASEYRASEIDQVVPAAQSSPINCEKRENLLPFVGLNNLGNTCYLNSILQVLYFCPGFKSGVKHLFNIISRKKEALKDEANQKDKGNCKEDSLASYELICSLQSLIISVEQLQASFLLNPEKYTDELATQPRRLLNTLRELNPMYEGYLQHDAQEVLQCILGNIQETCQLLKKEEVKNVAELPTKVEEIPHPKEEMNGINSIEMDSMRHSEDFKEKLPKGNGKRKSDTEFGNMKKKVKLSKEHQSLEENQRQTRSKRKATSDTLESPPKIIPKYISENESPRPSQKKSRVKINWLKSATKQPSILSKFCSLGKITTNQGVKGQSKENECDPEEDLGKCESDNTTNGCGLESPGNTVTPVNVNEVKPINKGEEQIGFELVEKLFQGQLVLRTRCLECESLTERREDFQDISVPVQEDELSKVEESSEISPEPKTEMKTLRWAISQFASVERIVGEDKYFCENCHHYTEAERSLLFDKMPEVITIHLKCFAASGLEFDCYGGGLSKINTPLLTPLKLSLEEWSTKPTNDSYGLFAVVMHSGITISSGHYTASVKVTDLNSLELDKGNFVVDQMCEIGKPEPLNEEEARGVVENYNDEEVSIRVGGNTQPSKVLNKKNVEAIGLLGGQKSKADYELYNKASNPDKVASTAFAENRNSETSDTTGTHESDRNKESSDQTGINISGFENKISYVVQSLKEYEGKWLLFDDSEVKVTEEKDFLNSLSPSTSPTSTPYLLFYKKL
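Step one: compound is pinned into 1nM USP1/UAF1 in HEPES pH 7.8 buffer with TCEP. Step two: 15 min room-temperature incubation. Step three: Ub-Rho (150nM final) starts cleavage, tracked by fluorescence over six one-minute reads.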
Numbers without * were called inactive; ? = inconclusive; · = not tested or not shown; [ ] = remark or other dose. The call rests on the fitted dose curve; in most records, active means well fitted curve in the direction sought with a large enough effect; inconclusive means small, poorly fitted or top-dose-only effect, or another doubt; inactive means no such curve, though single readings can be large; an effect the other way counts as inactive or inconclusive. Potency means the concentration at half of the fitted maximal effect. An excerpt; count on the stated rates, not on these rows.

SMILES | RGS4 inh | TrxR1 substrate | IDH1 R132H inh | Vif-A3F inh | 12-LOX inh | rTrxR1 inhibitor | Vif-A3G inh | RXFP1 ag | USP1 inh
CCCCCC1=CCC/C1=N\NC(=O)c1ccc2c(c1)OCO2 | -4% | 8%[57.1 µM] | 21% | -35% | 47%[activator] | 23%[57.1 µM] | -4% | -0.5% | -22%
COc1cc(OC)cc(C(=O)N[C@H](C(=O)OCC(=O)Nc2sccc2C#N)C(C)C)c1 | -6% | -6% | 3% | 0% | -10% | 11% | 0% | -1.1% | -6%
CCSC1=N/C(=C\c2ccc(C(=O)O)cc2)C(=O)S1 | -11% | -7% | -7% | 0% | ? | -26% | -2% | 0.7% | -21%
CN(Cc1ccccc1)C(=O)COC(=O)CNS(=O)(=O)c1ccc2ccccc2c1 | 6% | -4% | 2% | 0% | ? | 8% | 1% | 0.4% | -9%
CCNC(=O)C1CCCN1C(=O)C(CCCN=C(N)N)NC(=O)C(CC(C)C)NC(=O)C(Cc1cn(Cc2ccccc2)cn1)NC(=O)C(Cc1ccc(O)cc1)NC(=O)C(CO)NC(=O)C(Cc1c[nH]c2ccccc12)NC(=O)C(Cc1cnc[nH]1)NC(=O)C1CCC(=O)N1 (stereo not drawn) | ? | -2% | 7% | 0% | · | 19% | 1% | 0.4% | -18%
COc1ccc(-c2nnc3ccc(SCC(=O)N4CCCC4)nn23)cc1 | 9% | 1% | -4% | 1% | ? | 10% | -3% | 22% | ?
CCc1ccc(-c2cc3c(=O)n(CC(=O)NCCCN4CCN(CC)CC4)nc(C)n3n2)cc1 | 19% | 4% | -9% | -10% | -16% | 11% | 1% | 3.4% | -19%
Cc1cccc(N2CCN(C(=O)CCn3c(=O)[nH]c4ccsc4c3=O)CC2C)c1 (stereo not drawn) | -11% | 0% | 1% | 0% | -5% | -2% | -7% | -2.8% | -4%
O=C(Nc1nc(-c2cccnc2)cs1)c1ccccc1Cl | 5% | -6%[57.1 µM] | 3% | 8% | -5% | 28%[57.1 µM] | 2% | 2.4% | -10%
COC(=O)C(C)Oc1cc(C)ccc1COc1ccc(-n2nc(C)n(C(F)F)c2=O)cc1 (stereo not drawn) | 13% | -1% | 7% | 6% | 118%[activator] | 17% | 4% | · | -14%
CCCOP(=O)(c1ccc(N(C)C)cc1)C(O)c1ccc(N(C)C)cc1 (stereo not drawn) | 8%[56.9 µM] | -8% | -12% | 0% | -26% | -13% | 0% | -3.1% | -5%
CN1CCN(Cc2c(O)ccc3occ(C(=O)c4ccccc4)c23)CC1 | 4% | 3% | -8% | 2% | 0% | 14% | -1% | 0.6% | -18%
CC(NC(=O)C1CCC(=O)N1Cc1ccc(F)cc1)c1ccc2c(c1)OCCO2 (stereo not drawn) | -10% | 3% | 9% | -6% | -15% | 27% | 4% | 1.7% | 5%
CCOc1cc(C2C3=C(CCCC3=O)OC3=C2C(=O)CCC3)cc([N+](=O)[O-])c1O | 10% | -8% | 1% | 10% | 3% | 0% | -20% | 15% | -16%
N/C(=N\OC(=O)c1ccccc1Br)c1cccc([N+](=O)[O-])c1 | 5% | 1% | 8% | -3% | -1% | 13% | -2% | -4.9% | -20%
Cc1cnn(CCC(=O)NNC(=S)Nc2ccccc2)c1 | -17% | 58%[activator] | 3% | 4% | 24% | 2% | 3% | 0.5% | -12%
CC(=O)c1ccc(N2C(=O)CC(N3CCN(S(=O)(=O)c4cc(C)ccc4C)CC3)C2=O)cc1 (stereo not drawn) | 15% | -5% | -3% | -4% | ? | 17% | -4% | · | -6%
CCCn1cc(S(=O)(=O)c2ccc(F)cc2)c(=O)c2cc(OCC)ccc21 | -8%[56.9 µM] | 5% | 4% | 0% | 0% | 10% | 6% | 1.7% | -9%
COc1ccc(/C=N\NC(=O)c2ccc(-c3ccccc3)cc2)c(OC)c1OC | 18% | 8% | -2% | 2% | 0% | -16% | -1% | -0.9% | -9%
O=C(CN1C(=O)NC2(CCCCC2)C1=O)Nc1cccc2ncccc12 | -2% | 4% | -11% | 1% | 1% | 14% | 1% | -1.8% | -4%
CCOC(=O)NC1(C(F)(F)F)C(=O)N(Cc2ccccc2)C2=C1C(=O)CC(C)(C)C2 (stereo not drawn) | 6% | -1% | 2% | -3% | -24% | 1% | -4% | 2.1% | -17%
Cc1cccc(C)c1OCc1nnc2c3cnn(C)c3ncn12 | 29% | 6%[57.1 µM] | 4% | 2% | ? | 21%[57.1 µM] | -3% | 0.1% | -8%
CCCC1=NN2C(=N)/C(=C\c3cc(C)n(-c4cc(C)cc(C)c4)c3C)C(=O)N=C2S1 | -24% | 0% | 5% | ? | 1% | -10% | 1% | -0.4% | -18%
CN(Cc1ccccc1)c1nc(-c2ccc(F)cc2)cc(C(F)(F)F)n1 | -1% | 16% | 13% | -4% | -9% | 17% | 0% | 0.4% | -22%
Cc1cn(C)c(CC(=O)NCc2ccc(F)cc2)c1C(=O)O | ? | 10%[57.1 µM] | 0% | 1% | 5% | 25%[57.1 µM] | -1% | 1.6% | 1%
COc1ccc(NC(=O)CCCCCn2nnc3ccccc3c2=O)cc1OC | -10% | -2% | -6% | 1% | -9% | -5% | -1% | -1.6% | -8%
CC(=O)N1CCN(Cc2nc(C(c3ccccc3)c3ccccc3)no2)CC1 | 19% | 2% | 0% | 4% | -34% | 34%[activator] | 1% | 2.1% | -26%
CCn1c(SCC(=O)Nc2ccc(OC)c(S(=O)(=O)N3CCCCC3)c2)nnc1C1CC1 | 10% | -1% | -2% | 8% | -5% | 4% | 0% | -1.1% | -7%
CCOC(=O)C1CCN(C(=O)COC(=O)c2oc3ccccc3c2C)CC1 | 9% | -2% | 0% | 1% | 14% | 1% | -3% | -0.3% | -9%
COC(=O)c1ccc(S(=O)(=O)NCc2cccc(OC)c2)n1C | 7%[11.4 µM] | 10%[57.1 µM] | 0% | 4% | 11% | 16%[57.1 µM] | 0% | 0.5% | -17%
Cc1cc(N2CCN(c3nc4ccccc4s3)CC2)n2ncnc2n1 | 9% | -1% | 8% | 0% | 4% | 10% | 5% | -0.7% | -1%
O=C(COc1ccc2c(-c3ccccc3)cc(=O)oc2c1)NCC1CCC(C(=O)O)CC1 (stereo not drawn) | 28% | -10% | 14% | 6% | 2% | -4% | -2% | -1.0% | 16%
O=C(CCc1ccccc1)NNC(=O)c1ccccc1Cl | -4% | 0% | 7% | 4% | 0% | 23% | 0% | -0.9% | -6%
COn1c(-c2ccccc2)nc2c1CCc1c-2no[n+]1[O-] | -34% | 11%[57.1 µM] | 2% | -9% | -8% | 16%[57.1 µM] | -9% | 4.1% | 2%
CCN(CC)C1=NC=CC(c2ccccc2)=CC1C (stereo not drawn) | -12% | -10% | 1% | -2% | -6% | -6% | 2% | 1.4% | -9%
O=C(NCc1ccccc1)C1=C[C@@H](C2CCCCC2)C[C@@H](OCCCCO)O1 | 8% | 5%[57.1 µM] | -1% | -3% | ? | 8%[57.1 µM] | 3% | · | -13%
CN1CCN(c2ccc(Cl)cc2NC(=O)CN2C(=O)NC(C)(c3ccccc3)C2=O)CC1 (stereo not drawn) | -17% | 4% | 7% | 6% | 1% | 2% | 5% | -2.8% | -7%
CN(CCOC(=O)c1ccco1)Cc1ccccc1 | 15% | -7%[57.1 µM] | 10% | -2% | -27% | 6%[57.1 µM] | -4% | 0.6% | -13%
CN1CCc2c(sc3nc(SCC(=O)N4CCOCC4)n(-c4ccc(Cl)cc4)c(=O)c23)C1 | -7%[56.9 µM] | 13% | -6% | -14% | 49%[activator] | ? | 3% | 6.5% | ?
COc1ccc(S(=O)(=O)NCc2ccc3c(c2)OCO3)cc1C | 22% | 10% | 8% | -3% | ? | 17% | -2% | 0.5% | ?
CCN1CCN(C(=O)Nc2cccc(C(F)(F)F)c2)CC1 | 18% | 4% | 5% | -8% | 5% | 9% | 2% | -0.1% | -10%
